NCI-60 one-dose screen, 48 h, at 10 µM unless noted. Numbers give growth in % (100 = growth as untreated, 0 = no growth, -100 = all killed).
UACC-257: UACC-257 melanoma; AID 1794764; 4.4% of 78,000 active
LOX IMVI: LOX IMVI melanoma; 7.4% of 79,000 active
SK-MEL-5: SK-MEL-5 melanoma | 6.4% of 80,000 active
MALME-3M: MALME-3M melanoma; 5.8% of 78,000 active; AID 1794766
SK-MEL-28: SK-MEL-28 melanoma; 4.1% of 81,000 active; AID 1794761
MDA-MB-435: MDA-MB-435 melanoma; 7.8% of 82,000 active; AID 1794794
UACC-62: UACC-62 melanoma; 5.4% of 81,000 active; AID 1794756
SK-MEL-2: SK-MEL-2 melanoma; 4.7% of 77,000 active
Starred values were filed as active, the others as inactive; x = not tested or not shown; & = joins results of further samples. How the source made its calls: active means growth percent below 10; inactive means the rest.

#	SMILES	UACC-257	LOX IMVI	SK-MEL-5	MALME-3M
1	O=C(Nc1cncnc1Oc1cccc(C(F)(F)F)c1)c1ccc(F)cc1	103	108	99	113
2	COc1ccc2nc(Cl)c(/C=C3/S/C(=N/O)NC3=O)cc2c1	99	89	92	106
3	COc1ccc(OC)c(-c2cc(-c3ccc(Cl)cc3)c(C#N)c(SCc3ccccc3)n2)c1	91	82	99	101
4	CCOC(=O)c1cc2c(n1Cc1cc(OC)cc(OC)c1)-c1oncc1CCC2	53	25	1.1*	8.3*
5	Nc1ncnc2c1ncn2C1O[C@H](COP(=O)(O)O)[C@@H](O)[C@H]1O (some centres not stated)	119	93	103	105
6	O=C(Nc1nn(-c2c(Cl)cc(Cl)cc2Cl)nc1-c1ccccc1)c1ccccc1	94	88	87	92
7	Cc1cccc(Cl)c1NC(=O)C(C)C	x	113	98	94
8	CCOC(=O)COc1ccc(/C=N/NC(=O)Cn2c(C(C)C)nc3ccccc32)cc1OC	106	100	105	108

#	SK-MEL-28	MDA-MB-435	UACC-62	SK-MEL-2
1	105	101	103	113
2	96	93	107	109
3	99	97	79	x
4	53	-25*	32	42
5	114	109	108	116
6	110	101	89	109
7	103	113	99	110
8	118	106	100	125

The list goes on:
#	SMILES	UACC-257	LOX IMVI	SK-MEL-5	MALME-3M
9	CN(C)CC1C(=O)C2CCC1C2 (configuration not stated)	101	99	100	96
10	Cc1nc2nc(C(F)(F)F)[nH]c2nc1C	100	99	x	117
11	COc1ccc(CNCCNCc2ccc(OC)cc2)cc1	102	101	101	96
12	COc1ccc(Nc2cc(C)nc(NCc3ccccc3)n2)cc1	47	-58*	62	14
13	COc1ccc(C2CC(=O)Nc3c2c(C)nn3-c2ccc(Cl)nn2)cc1 (configuration not stated)	98	97	95	91
14	Oc1cccc(C(F)(F)F)c1	92	113	106	118
15	CCc1c(C)c2cc3c(c(C)c2oc1=O)OCC(=O)N3	84	65	81	79
16	Cc1ccc(NCc2c(O)ccc3ccccc23)cc1	87	89	91	95

#	SK-MEL-28	MDA-MB-435	UACC-62	SK-MEL-2
9	114	99	99	118
10	102	112	102	115
11	95	94	x	105
12	64	19	69	31
13	95	94	90	109
14	89	107	109	104
15	93	75	70	77
16	104	111	90	87

From compound 9 to 10, copied from above:
#	SMILES	UACC-257	LOX IMVI	SK-MEL-5	MALME-3M
9	CN(C)CC1C(=O)C2CCC1C2 (configuration not stated)	101	99	100	96
10	Cc1nc2nc(C(F)(F)F)[nH]c2nc1C	100	99	x	117

#	SK-MEL-28	MDA-MB-435	UACC-62	SK-MEL-2
9	114	99	99	118
10	102	112	102	115

Following part
#	SMILES	UACC-257	LOX IMVI	SK-MEL-5	MALME-3M
17	Cc1ccnc(NS(=O)(=O)c2ccc(NC(=O)c3ccc(C(=O)Nc4ccc(S(=O)(=O)Nc5nccc(C)n5)cc4)cc3)cc2)n1	112	102	102	107
18	COc1ccc(-n2cc(-c3ccc(Br)cc3)nc2SCC(=O)c2ccc(-c3ccccc3)cc2)cc1	x	88	91	81
19	CC(C)OC(=O)Nc1ccc(F)c(F)c1	101	105	101	90
20	COc1ccc2c(c1)[n+]([O-])c(C#N)c(NC(=O)c1ccco1)[n+]2[O-]	x	95	79	103
21	Cn1ccnc1C(=O)/C=C/c1ccc(CNC(=O)c2c(F)c(F)c(F)c(F)c2F)cc1	77	-66*	76	97
22	O=[N+]([O-])c1ccc2c(c1)C(N1CCN(CCO)CC1)Cc1ccc(F)cc1S2 (configuration not stated)	86	89	97	101
23	COc1ccc(C(=O)Nn2cnc3oc(-c4ccccc4)cc3c2=N)cc1	104	105	98	88
24	O=C1CCCN1c1nc(-c2ccccc2)cs1	116	100	97	x

#	SK-MEL-28	MDA-MB-435	UACC-62	SK-MEL-2
17	115	101	103	122
18	98	79	71	98
19	102	99	100	103
20	120	104	98	101
21	91	65	55	99
22	70	94	91	87
23	102	100	90	105
24	104	107	93	103

The list continues.
#	SMILES	UACC-257	LOX IMVI	SK-MEL-5	MALME-3M
25	Cc1nc(Nc2ccc(S(=O)(=O)Nc3cc(C)on3)cc2)c2ccccc2n1	103	102	100	93
26	Cc1cc2nnc(-c3ccc(Cl)cc3)n2c(SCc2ccccc2)n1	93	93	83	108
27	CCOC(=O)C1(C)CCCC1=O (configuration not stated)	98	98	111	96
28	COc1ccc(N2CCC(=S)NC2=S)cc1	102	95	98	101
29	N#CC1C(=O)SC2c3ccccc3C(=O)c3ccccc3C12 (configuration not stated)	101	95	97	101
30	Cc1ccc(/C=C(\C#N)C(N)=O)cc1	103	103	100	106
31	Cc1cnc(C2OCCO2)c2cccc(N)c12	102	97	100	103
32	Cc1cccc2c1nc(-c1c(F)cc(C(=O)O)cc1F)n2Cc1c(F)cccc1F	84	97	98	103

#	SK-MEL-28	MDA-MB-435	UACC-62	SK-MEL-2
25	110	101	98	102
26	96	98	79	88
27	112	99	113	x
28	113	96	90	115
29	112	107	89	99
30	109	105	97	106
31	110	124	107	104
32	107	102	108	95

Later entries.
#	SMILES	UACC-257	LOX IMVI	SK-MEL-5	MALME-3M
33	COc1ccc(C2CC(c3ccc(C)cc3C)=NN2c2ccc(S(=O)(=O)NC(=S)NCc3ccccc3)cc2)cc1 (configuration not stated)	94	78	67	128
34	COc1ccccc1[C@H]1C(C(=O)c2ccc(Cl)cc2)C2(N[C@@H]1c1ccccc1)C(=O)Nc1ccccc12 (some centres not stated)	-2.0*	-97*	-87*	-37*
35	COc1cccc2c1C(=O)c1c(OC)cccc1C2=O	97	100	100	108
36	COc1cc([C@@H]2c3cc4c(cc3[C@H](OC3OC5COC(c6ccccc6)OC5C(O)C3O)[C@H]3COC(=O)[C@H]23)OCO4)cc(OC)c1OC (some centres not stated)	58	30	-33*	x
37	Cc1ccc(C2=N/C(=C\c3ccccc3)C(=O)O2)cc1	102	106	105	106
38	COc1ccc(OC)c(-n2cc(C#N)c(N)c2C(C)=O)c1	94	99	99	99
39	COc1cc(C2CC(c3ccc4c(c3)OCO4)=NN2C=O)ccc1OCc1cc(OC)c(OC)c(OC)c1 (configuration not stated)	69	85	75	88
40	COc1cccc(-c2nc(Nc3ccccc3S(N)(=O)=O)c3ccccc3n2)c1	111	87	97	99

#	SK-MEL-28	MDA-MB-435	UACC-62	SK-MEL-2
33	79	71	85	100
34	-37*	-59*	-75*	-86*
35	124	92	100	97
36	58	23	79	2.6*
37	106	102	102	109
38	106	101	87	78
39	103	93	52	x
40	114	99	99	118

Exported with one line to a screen: part of the list above.
39) COc1cc(C2CC(c3ccc4c(c3)OCO4)=NN2C=O)ccc1OCc1cc(OC)c(OC)c(OC)c1 (configuration not stated)
40) COc1cccc(-c2nc(Nc3ccccc3S(N)(=O)=O)c3ccccc3n2)c1

entry no. | 39 | 40
UACC-257 | 69 | 111
LOX IMVI | 85 | 87
SK-MEL-5 | 75 | 97
MALME-3M | 88 | 99
SK-MEL-28 | 103 | 114
MDA-MB-435 | 93 | 99
UACC-62 | 52 | 99
SK-MEL-2 | x | 118

Remaining list, next part.
#	SMILES	UACC-257	LOX IMVI	SK-MEL-5	MALME-3M
41	CC(=O)Nc1ccc(/C=C/C(=O)c2ccccc2)cc1	89	93	100	120
42	Cc1ccc2c(c1)C(=O)N(c1ccc(S(N)(=O)=O)cc1)C2=O	95	96	101	100
43	CCN(CC)CCOC(=O)C(c1ccccc1)C1CCCCC1 (configuration not stated)	115&112	95&88	101&93	94&104
44	Nc1ccc(N)c2c(O)c3ccccc3c(O)c12	132	87	95	112
45	CCCCCCCCCCCCCCCC(=O)O[C@@H]1[C@@H](O)[C@@H](O)C([C@H](NC(=O)[C@@H]2C[C@@H](CCC)CN2C)[C@H](C)Cl)O[C@@H]1SC (some centres not stated)	105	105	100	87
46	O=[N+]([O-])c1cc(O)cc2cccnc12	94	86	106	119
47	O=c1c2c(=NCCN3CCCC3)cc3c(=O)n(CCCN4CCOCC4)c(=O)c4ccc(c(O)n1CCCN1CCOCC1)c2c4-3	-14*	-6.8*	-15*	-71*
48	O=[N+]([O-])c1ccc(-c2nc(-c3ccccc3)c(-c3ccccc3)n2-c2ccccc2)cc1	57	19	62	x

#	SK-MEL-28	MDA-MB-435	UACC-62	SK-MEL-2
41	103	114	97	107
42	104	x	x	99
43	110&119	101&94	99&97	107&116
44	137	128	x	112
45	112	107	104	112
46	115	113	101	89
47	-33*	-88*	-50*	-27*
48	68	37	31	-38*

New compounds follow.
#	SMILES	UACC-257	LOX IMVI	SK-MEL-5	MALME-3M
49	Cc1ccc(C(=O)NNC(=O)c2ccc3ccccc3c2)cc1	100	101	107	x
50	CSc1nnc(-c2cc(-c3ccccc3)nc3ccccc23)n1-c1ccccc1	113	86	96	102
51	O=C1/C(=C/c2ccco2)SC(=S)N1CC(=S)C1C=CS(=O)(=O)C1 (configuration not stated)	92	78	94	96
52	O=c1c(CNc2ccc(S(=O)(=O)Nc3nccs3)cc2)coc2ccccc12	106	x	98	100
53	CN1C(=O)c2cc(Cl)nc3c(NC(=O)c4cccc(Cl)c4)c(Cl)c(NC(=O)c4cccc(Cl)c4)c1c23	-49*	-65*	4.6*	-56*
54	O=S(=O)(Nc1ccccc1O)c1ccccc1	106	103	108	109
55	COc1ccc(-c2csc(NC(=O)CSc3nc(N)cc(=O)[nH]3)n2)cc1	108	101	95	109
56	O=C(Nc1ccncc1)C(=O)c1cn(S(=O)(=O)c2cccc(F)c2)c2ccccc12	76	45	29	58

#	SK-MEL-28	MDA-MB-435	UACC-62	SK-MEL-2
49	110	96	96	111
50	120	100	74	125
51	93	87	94	99
52	121	112	98	98
53	-32*	3.5*	6.8*	-39*
54	98	105	97	117
55	109	104	92	104
56	56	-1.8*	37	-7.5*

The listing continues:
#	SMILES	UACC-257	LOX IMVI	SK-MEL-5	MALME-3M
57	CC[C@H](Nc1nc(N)nc(C2CC2)c1C#N)c1nc2cccc(NCc3ccc(C(=O)NO)cc3)c2c(=O)n1-c1ccccc1	-2.7*	-89*	-30*	-2.3*
58	Cc1csc(N)n1	83	96	102	110
59	O=C1CC2CC=CCN2C=C1NC(=O)c1cccs1 (configuration not stated)	77	109	100	107
60	CC(C)(C)OC(=O)N1C/C(=C\c2ccccc2F)C(=O)/C(=C/c2ccccc2F)C1	113	97	108	95
61	COc1ccc2c(c1)CC[C@@H]1[C@@H]2CC[C@]2(C)C3C(=CC(COC(C)=O)C4C(=O)c5c(O)cccc5C(=O)C43)C[C@@H]12 (some centres not stated)	97	82	85	105
62	CC1(COc2ccc3ncc(C#Cc4cncc(C(=O)Nc5ccc(C#N)c(C(F)(F)F)c5)c4)n3n2)COC1	101	92	104	101
63	CCOc1ccc(N2C(=O)C3C4c5ccccc5C(c5ccccc54)C3C2=O)cc1 (configuration not stated)	110	97	100	107
64	O=C1C=C(CCc2ccccc2)CCC1	105	88	97	94

#	SK-MEL-28	MDA-MB-435	UACC-62	SK-MEL-2
57	x	7.1*	-19*	26
58	93	103	105	96
59	100	101	106	96
60	106	107	87	94
61	94	82	72	92
62	109	101	98	x
63	108	110	91	109
64	108	108	90	100

Going on with the list:
#	SMILES	UACC-257	LOX IMVI	SK-MEL-5	MALME-3M
65	COc1ccc(C(c2ccc(N(C)C)cc2)c2ccc(N(C)C)cc2)cc1S(=O)(=O)O	107	95	108	112
66	Cc1ncc2[nH]cnc2n1	x	91	103	100
67	COc1cccc(-c2nc3sccn3c2-c2ccncn2)c1	110	103	100	119
68	CN(C)CCSc1nnc(-c2cc(-c3ccccc3)nc3ccccc23)n1-c1ccccc1	102	86	86	88
69	COc1cccc(-c2cc(-c3cc4cc(Br)ccc4oc3=O)nc(N)n2)c1	107	x	101	x
70	O=S(=O)(NCCCNc1nccc(-n2cnc3ccccc32)n1)c1cccc2ccccc12	80	72	30	94
71	CCOC(=O)C(CC)C(=O)c1cccnc1 (configuration not stated)	110	95	101	127
72	CCn1c(=O)c(C(c2ccc(C)cc2)c2c(O)c3ccccc3n(CC)c2=O)c(O)c2ccccc21	109	94	101	103
73	C=CC(=O)OCc1ccccc1	114	109	108	102
74	c1ccc(Nc2nnc(-c3cccnc3)s2)cc1	93	104	100	104

#	SK-MEL-28	MDA-MB-435	UACC-62	SK-MEL-2
65	109	107	107	95
66	104	105	98	109
67	104	98	88	101
68	97	83	98	124
69	96	104	84	97
70	103	72	64	91
71	101	118	102	113
72	110	99	88	101
73	104	113	84	102
74	101	102	93	95
